Compound activity: PubChem, National Center for Advancing Translational Sciences (NCATS)
ATXN2 expr inh: Primary qHTS for Inhibitors of ATXN expression; HEK-293 ATXN2-luciferase reporter, luminescence, 24 h; 0.72% of 360,000 active; Potency, µM (top dose mostly 57 µM), without a hit: top-dose activity change, negative = inhibition, usual class: inhibitors; AID 1745845, 2022; also: potency is read from the fitted curve at half-maximal effect; % is scaled to controls: 0 for no effect and ±100 for the full control effect; nearly all actives have a fitted effect of over 55% in size
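qHTS (up to 57 uM final) was run with 24 h compound exposure of reporter cells at 37 °C. Each well was multiplexed: SteadyGlo luminescence measured ATXN2-luciferase expression after a fluorogenic Gly-Phe-AFC viability readout (25 uM final).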
Nrf2 activator: qHTS of Nrf2 Activators; 0.31% of 410,000 active; Potency, µM (doses to about 46.1 µM), for inactives: at the highest dose activation, most hits filed as activators; AREc32 ARE-luciferase reporter (MCF7-derived line), luminescence, 24 h; AID 624171, 2012; also: potency is read from the fitted curve at half-maximal effect; % of control where 0% means no effect; nearly all actives have a fitted effect of over 65% in size
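Each well held 1000 AREc32 cells, which were incubated with compound for 24 hr at 37 deg C after overnight attachment, and ARE reporter activity was quantified by firefly luciferase luminescence.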
MCF10A rereplic: A quantitative high throughput screen for small molecules that induce DNA re-replication in MCF 10a normal breast cells | MCF 10A DNA re-replication, Hoechst nuclear intensity, 48 h | 2.9% of 350,000 active | AID 624296, 2012 | Potency, µM (highest dose often 46.1 µM), for inactives: at the highest dose activity, positive = re-replication, hits mostly activators; also: potency is read from the fitted curve at half-maximal effect; % of control where 0% means no effect; nearly all actives have a fitted effect of over 50% in size
TGFb SMAD3 inh: qHTS for Inhibitors of TGF-b; HepG2 CAGA-GFP TGF-b/SMAD3 reporter, GFP fluorescence, 18 h; TGF-beta stimulated, 500 pg/mL final; Potency, µM (doses to about 46.1 µM), inactives show top-dose activity, negative = inhibition, hits mostly inhibitors; 1.2% of 410,000 active; AID 588855, 2011; also: potency is read from the fitted curve at half-maximal effect; % is scaled to controls: 0 for no effect and ±100 for the full control effect; nearly all actives have a fitted effect of over 65% in size
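Using HEPG2 CAGA-GFP reporter cells at 1000 cells/well, we pinned test compounds, stimulated with recombinant TGF-beta (500 pg/mL final) and measured total well GFP after 18 h.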
Nrf2 block: Nrf2 qHTS screen for inhibitors; Potency, µM (series often up to 46 µM), inactives show at the highest dose activity change, negative = inhibition, hits mostly inhibitors; AID 504444, 2011; 2.1% of 360,000 active; A549 ARE-Fluc reporter, luciferase luminescence, 18-24 h; also: potency is read from the fitted curve at half-maximal effect; % is scaled to controls: 0 for no effect and ±100 for the full control effect; nearly all actives have a fitted effect of over 60% in size
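Two sequential reads on A549 ARE_Fluc cells exposed to compound for 18-24 h: a CellTiter-Fluor fluorescence read for viability, then a luciferase luminescence read for Nrf2/ARE activity.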
ATXN viability: Viability Counterscreen for Primary qHTS for Inhibitors of ATXN expression; S2 cells (HEK-293 line with an ATXN2-luciferase reporter) viability, CellTiter-Fluor protease fluorescence, 24 h; Potency, µM (series often up to 56.7 µM), actives largely listed as cytotoxic; 0.49% of 400,000 active; AID 651635, 2014; also: potency is read from the fitted curve at half-maximal effect; nearly all actives have a fitted effect of over 40% in size
HepG2 viability: qHTS for Inhibitors of TGF-b: Cytotox Counterscreen; HepG2 CAGA-GFP viability, ATP luminescence, 18 h; Potency, µM (titrated, usually from 46.1 µM), without a hit: at the top dose activity change, negative = cytotoxicity, hits mostly cytotoxic; 0.76% of 410,000 active; also: potency is read from the fitted curve at half-maximal effect; some results filed as inactive show a strong effect at the top dose
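HepG2 CAGA-GFP cells (1000/well, DMEM with 1% FBS) received compound, then TGF-beta at 500 pg/mL final, and were incubated 18 hours at 37 degrees C. Viability was read by CellTiter-Glo luminescence. Media-only wells were set as complete cell-killing and DMSO as no toxicity.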
A549 tox: Nrf2 qHTS screen for inhibitors: counterscreen for cytotoxicity. 0.16% of 390,000 active. AID 504648, 2011. Potency, µM (highest dose often 46 µM), inactives show at the highest dose activity change, negative = cytotoxicity, most hits filed as inhibitors. A549 ARE-Fluc cells, CellTiter-Fluor viability, 18-24 h; also: potency is read from the fitted curve at half-maximal effect; % is scaled to controls: 0 for no effect and ±100 for the full control effect
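Cytotoxicity counterscreen: CellTiter-Fluor fluorescence was measured in A549 ARE_Fluc cells after 18-24 h of compound exposure in a concentration series. The subsequent BugLite luminescent read reports ARE-luciferase activity.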
IL1B secr inh: qHTS for Inhibitors of Inflammasome Signaling: IL-1-beta AlphaLISA Primary Screen | THP-1 LPS/ATP IL-1B secretion, AlphaLISA, 16 h; active compounds read low | activity change, % at 57.5 µM | 4.7% of 360,000 active; in the data active = activity change below about -50%; inconclusive = mostly about -30% to -49%; also: % is scaled to controls: 0 for no effect and ±100 for the full control effect
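THP-1 cells pretreated 1 hr with compounds (up to 57.5 uM final), then stimulated with LPS (250 ng/mL final) plus ATP (1.25 mM final); secreted IL-1B measured by AlphaLISA after 16 hr, decreased signal indicating inhibition.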
Starred values were filed as active, the others as inactive; & = joins results of further samples; ! = repeats disagree; [ ] = dose if it differs, or a comment. Unless noted, calls follow the shape of the dose curve; as a rule, active = well fitted curve in the direction sought with a large enough effect; inconclusive = small, poorly fitted or top-dose-only effect, or another doubt; inactive = no such curve, though single readings can be large; an effect the other way counts as inactive or inconclusive.

What do the screens show for `O=C1NC2(CCCCCC2)C(=O)N1Cc1ccc(F)cc1Cl`?
ATXN2 expr inh: 13%; Nrf2 activator: 0.2%; MCF10A rereplic: -5%; TGFb SMAD3 inh: 1%; Nrf2 block: 1%; ATXN viability: inactive; HepG2 viability: -36%; A549 tox: 3%; IL1B secr inh: 11

What do the screens show for `Cc1ccc(C(=O)NCC(=O)OCC(=O)c2ccc3c(c2)NC(=O)CO3)cc1`?
ATXN2 expr inh: 2%; Nrf2 activator: 0.5%; MCF10A rereplic: -21%; TGFb SMAD3 inh: 2%; Nrf2 block: 1%; ATXN viability: inactive; HepG2 viability: 11%; A549 tox: 0%; IL1B secr inh: 34

What do the screens show for `CC(C)N(Cc1ccccc1)C(=O)COC(=O)C1CCN(S(=O)(=O)c2ccc3c(c2)OCCO3)CC1`?
ATXN2 expr inh: 2%; Nrf2 activator: 0.3%; MCF10A rereplic: 3%; TGFb SMAD3 inh: -3%; Nrf2 block: 0%; ATXN viability: inactive; HepG2 viability: -7%; A549 tox: 13%; IL1B secr inh: -16

Results for CC(NC1CCCCC1)C(=O)NN=C(c1ccccc1)c1ccccc1 (stereo unspecified) ?
ATXN2 expr inh: -11%; Nrf2 activator: 0.7%; MCF10A rereplic: 17%; TGFb SMAD3 inh: 5%; Nrf2 block: inconclusive; ATXN viability: inactive; HepG2 viability: -17%; A549 tox: -13%; IL1B secr inh: -63*

How did C=CCOC(=O)C1=C(C)NC(SC)=C(C#N)C1c1ccc(OCC)cc1 (stereo unspecified) do in these assays?
ATXN2 expr inh: -1%&-1%; Nrf2 activator: 2.6%&3.0%; MCF10A rereplic: inconclusive; TGFb SMAD3 inh: -7%; Nrf2 block: inconclusive; ATXN viability: inactive; HepG2 viability: 0%&1%; A549 tox: -2%&2%; IL1B secr inh: -75*!

Results for CC1CCCCN1C(=O)C1CCCN(S(=O)(=O)c2cccc3nsnc23)C1 (stereo unspecified) ?
ATXN2 expr inh: 2%; Nrf2 activator: 0.5%; MCF10A rereplic: -1%; TGFb SMAD3 inh: -12%; Nrf2 block: -9%; ATXN viability: inactive; HepG2 viability: 0%; A549 tox: 3%; IL1B secr inh: 61

What do the screens show for `Cc1ccccc1CN1C(=O)c2ccccc2S1(=O)=O`?
ATXN2 expr inh: 8%; Nrf2 activator: -0.4%; MCF10A rereplic: 23µM*; TGFb SMAD3 inh: -1%; Nrf2 block: 28%; ATXN viability: inactive; HepG2 viability: -25%; A549 tox: 8%; IL1B secr inh: -22

Results for COc1cc(OC)c2cc(C(=O)N/N=C/c3ccccc3O)[nH]c2c1 ?
Nrf2 activator: -2.0%; MCF10A rereplic: -5%; TGFb SMAD3 inh: -23%; Nrf2 block: -7%; HepG2 viability: -25%; A549 tox: 8%; IL1B secr inh: 68

How did Cc1cc2nc(SCC(=O)N(C)C)c3c(c2cc1C)CCCC3 do in these assays?
ATXN2 expr inh: inconclusive; Nrf2 activator: 0.3%; MCF10A rereplic: 1%; TGFb SMAD3 inh: -19%; Nrf2 block: inconclusive; ATXN viability: inactive; HepG2 viability: -7%; A549 tox: -23%; IL1B secr inh: 15

How did CC(=O)Nc1ccc(C2=CC(=O)C[C@H](c3ccc(Cl)cc3)C2)cc1 do in these assays?
ATXN2 expr inh: inconclusive; Nrf2 activator: 3.3%; MCF10A rereplic: 18µM*; TGFb SMAD3 inh: 6%; Nrf2 block: 19%; ATXN viability: inactive; HepG2 viability: -5%; A549 tox: -2%; IL1B secr inh: inconclusive

What do the screens show for `O=[N+]([O-])c1cccc(/C=N/n2c(COc3ccccc3)n[nH]c2=S)c1`?
ATXN2 expr inh: 1%; Nrf2 activator: 2.3%; MCF10A rereplic: 17%; TGFb SMAD3 inh: -6%; Nrf2 block: inconclusive; ATXN viability: inactive; HepG2 viability: -25%; A549 tox: -11%; IL1B secr inh: 22

What do the screens show for `FC(F)(F)c1cc(-c2cccs2)nc(-n2cc(Br)cn2)n1`?
ATXN2 expr inh: -12%; Nrf2 activator: 3.2µM*; MCF10A rereplic: 14%; TGFb SMAD3 inh: -3%; Nrf2 block: -29%; ATXN viability: inactive; HepG2 viability: 8%; A549 tox: -7%; IL1B secr inh: -10

Results for CCN(CC)S(=O)(=O)c1cccc(NC(=O)COC(=O)c2n[nH]c(=O)c3ccccc23)c1 ?
ATXN2 expr inh: -16%; Nrf2 activator: -0.4%; MCF10A rereplic: 17%; TGFb SMAD3 inh: inconclusive; Nrf2 block: -17%; ATXN viability: inactive; HepG2 viability: -9%; A549 tox: -5%; IL1B secr inh: -21

How did N#CC1(NC(=O)CSc2nnc(C3CC3)n2C2CC2)CCCCC1 do in these assays?
ATXN2 expr inh: 3%; Nrf2 activator: 0.5%; MCF10A rereplic: -4%; TGFb SMAD3 inh: -1%; Nrf2 block: 18%; ATXN viability: inactive; HepG2 viability: 2%; A549 tox: 2%; IL1B secr inh: -5

What do the screens show for `Cc1ccc(NS(=O)(=O)c2cccs2)c(C)c1`?
ATXN2 expr inh: 2%; Nrf2 activator: -0.2%; MCF10A rereplic: 7%; TGFb SMAD3 inh: -18%; Nrf2 block: -14%; ATXN viability: inactive; HepG2 viability: 8%; A549 tox: 2%; IL1B secr inh: 4

Results for COc1ccccc1NC(C)C(=O)Nc1ccc(C(C)=O)cc1 (stereo unspecified) ?
ATXN2 expr inh: -3%; Nrf2 activator: 0.3%; MCF10A rereplic: -2%; TGFb SMAD3 inh: -18%; Nrf2 block: 7%; ATXN viability: inactive; HepG2 viability: 1%; A549 tox: 7%; IL1B secr inh: 2

What do the screens show for `CSc1nc2nccc(-c3ccc(Oc4ccccc4)cc3)n2n1`?
ATXN2 expr inh: -6%; Nrf2 activator: 0.2%; MCF10A rereplic: inconclusive; TGFb SMAD3 inh: 2%; Nrf2 block: 18µM*; ATXN viability: inactive; HepG2 viability: -6%; A549 tox: 2%; IL1B secr inh: -3

Results for CC1(C)Cc2c(sc3nnn(CC(=O)Nc4ccccc4)c(=O)c23)CO1 ?
ATXN2 expr inh: -10%; Nrf2 activator: 0.0%; MCF10A rereplic: 2%; TGFb SMAD3 inh: -2%; Nrf2 block: inconclusive; ATXN viability: inactive; HepG2 viability: 27%; A549 tox: 0%; IL1B secr inh: 15

Results for O=C(NCCc1nc2ccccc2[nH]1)/C(=C/c1ccc2c(c1)OCO2)NC(=O)c1ccc(Cl)cc1Cl ?
ATXN2 expr inh: -8%; Nrf2 activator: 2.2%; MCF10A rereplic: inconclusive; TGFb SMAD3 inh: inconclusive; Nrf2 block: -13%; ATXN viability: inactive; HepG2 viability: -29%; A549 tox: -1%; IL1B secr inh: -99*

What do the screens show for `Cc1c(C(=O)N(C)C)c2cc(Cl)ccc2n1O`?
ATXN2 expr inh: -25%; Nrf2 activator: 1.8%; MCF10A rereplic: 11%; TGFb SMAD3 inh: -14%; Nrf2 block: -20%; ATXN viability: inactive; HepG2 viability: -3%; A549 tox: 10%; IL1B secr inh: -8

What do the screens show for `Cc1sc2nc(-c3cccs3)oc(=O)c2c1C`?
ATXN2 expr inh: 1%; Nrf2 activator: 16%; MCF10A rereplic: 1%; TGFb SMAD3 inh: 2%; Nrf2 block: inconclusive; ATXN viability: inactive; HepG2 viability: -7%; A549 tox: -12%; IL1B secr inh: 0

How did COc1cc(Cl)c(C)cc1NC(=O)COC(=O)CCc1nc2ccccc2c(=O)[nH]1 do in these assays?
ATXN2 expr inh: 3%; Nrf2 activator: 2.9%; MCF10A rereplic: -1%; TGFb SMAD3 inh: 1%; Nrf2 block: -8%; ATXN viability: inactive; HepG2 viability: -6%; A549 tox: 0%; IL1B secr inh: 69

Results for COc1ccc2[nH]c(=O)c(CN(CCCN3CCOCC3)C(=O)NCc3ccccc3)cc2c1 ?
ATXN2 expr inh: 2%; Nrf2 activator: -0.2%; MCF10A rereplic: 8%; TGFb SMAD3 inh: 2%; Nrf2 block: 0%; ATXN viability: inactive; HepG2 viability: -3%; A549 tox: 1%; IL1B secr inh: -6

How did CN(Cc1ccccc1)C(=O)c1ccc2c(c1)OCO2 do in these assays?
ATXN2 expr inh: 12%; Nrf2 activator: -0.3%; MCF10A rereplic: -160%[0.0737 µM]; TGFb SMAD3 inh: -5%; Nrf2 block: 0%; ATXN viability: inactive; HepG2 viability: 10%; A549 tox: -3%; IL1B secr inh: -6

An excerpt from above in order of length of the SMILES, low to high:
How did COc1cc(Cl)c(C)cc1NC(=O)COC(=O)CCc1nc2ccccc2c(=O)[nH]1 do in these assays?
ATXN2 expr inh: 3%; Nrf2 activator: 2.9%; MCF10A rereplic: -1%; TGFb SMAD3 inh: 1%; Nrf2 block: -8%; ATXN viability: inactive; HepG2 viability: -6%; A549 tox: 0%; IL1B secr inh: 69

Results for COc1ccc2[nH]c(=O)c(CN(CCCN3CCOCC3)C(=O)NCc3ccccc3)cc2c1 ?
ATXN2 expr inh: 2%; Nrf2 activator: -0.2%; MCF10A rereplic: 8%; TGFb SMAD3 inh: 2%; Nrf2 block: 0%; ATXN viability: inactive; HepG2 viability: -3%; A549 tox: 1%; IL1B secr inh: -6

Results for O=C(NCCc1nc2ccccc2[nH]1)/C(=C/c1ccc2c(c1)OCO2)NC(=O)c1ccc(Cl)cc1Cl ?
ATXN2 expr inh: -8%; Nrf2 activator: 2.2%; MCF10A rereplic: inconclusive; TGFb SMAD3 inh: inconclusive; Nrf2 block: -13%; ATXN viability: inactive; HepG2 viability: -29%; A549 tox: -1%; IL1B secr inh: -99*

An unsorted share of the library, and some 8.8% of all compounds hit somewhere here.
